TNF necrop inh = TNF-alpha cell death inhibition in Jurkat FADD-/- cells. activation (protection from cell death), % at 10 µM. hit rate 0.068% among 220,000. Jurkat FADD-/- TNF necroptosis rescue, ATP luminescence, 24 h; 0 = TNF only, 100 = no-TNF cells;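 active = activation, meaning protection from cell death, of at least 50% relative to plate controls; inactive = activation below 50%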;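 note: necroptosis triggered by 40 ng/mL TNF-alpha added together with compound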
CHOP inh = inhibitors of CHOP induction in ER stress response. AID 2732. hit rate 3.8% among 220,000. CHO-K1 CHOP-promoter luciferase, tunicamycin-induced, 15-18 h. inhibition, % at 10 µM;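 active = compounds that reduced the stress-induced luciferase reporter signal by more than about 70% of percent inhibition, limit read from the data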;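 note: 0% = tunicamycin plus vehicle and 100% = wells without tunicamycin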
zVAD death inh = L929 zVAD cell death inhibition; AID 1377; viability rescue, % at 10 µM; L929 zVAD necroptosis rescue, ATP luminescence, 24 h; with zVAD 60 µM; hit rate 0.38% among 220,000;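 active = activation, scaled between plate controls, above about 75%, limit read from the data; inactive = activation under that limit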;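 note: 0% = zVAD with DMSO and 100% = DMSO alone without zVAD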
EP2 antag = blocks the human prostaglandin E2 receptor EP2; inhibition, % at 25 µM; P43116; hit rate 0.52% among 260,000; C6 glioma cells expressing human EP2, cAMP TR-FRET; cells stimulated with saturating PGE2;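 active = percent inhibition above 40 after rounding to a whole number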;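 note: rat C6 glioma host cells with rolipram phosphodiesterase inhibitor present; the protocol text gives 20 µM as final concentration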
Target sequence (P43116 whole entry, looked up): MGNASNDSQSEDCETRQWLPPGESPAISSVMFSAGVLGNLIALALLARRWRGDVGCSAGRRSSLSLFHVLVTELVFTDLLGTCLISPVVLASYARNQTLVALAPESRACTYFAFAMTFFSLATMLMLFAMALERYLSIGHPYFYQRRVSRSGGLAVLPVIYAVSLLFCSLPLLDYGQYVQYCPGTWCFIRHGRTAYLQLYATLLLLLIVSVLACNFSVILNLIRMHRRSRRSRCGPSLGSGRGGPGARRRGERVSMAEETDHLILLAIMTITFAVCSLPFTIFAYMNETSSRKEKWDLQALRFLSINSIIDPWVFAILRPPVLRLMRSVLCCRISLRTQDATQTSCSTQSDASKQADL
Wee1 degr inh = human Wee1 degradation inhibition, primary screen; P30291; HeLa Luc-Wee1K328M stability, luciferase luminescence; 100% = proteasome inhibitor MG132 effect; reporter increase, % at 5 µM; hit rate 1.2% among 220,000;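 active = activation above the mean of all tested compounds plus 3 SD, set per screening run, cut at about 8.8% in these data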;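 note: cells exposed to compound for 20 h before luminescence read; 0% = DMSO alone and 100% = MG132 at 30 µM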
Tb hexokinase = T. brucei hexokinase 1 inhibition. inhibition, % at 10 µM. AID 1430. recombinant TbHK1, G6PDH-coupled NADH A340. hit rate 0.11% among 220,000;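 active = inhibition of 50% or more in the single-dose primary screen; inactive = inhibition below 50%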
FXIIa inh = inhibitors of human coagulation factor XIIa | purified FXIIa, Boc-QGR-AMC fluorogenic substrate, 2 h | inhibition, % at 5 µM | hit rate 0.3% among 220,000; in the data active = inhibition above about 40%;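 note: 0% = enzyme with no compound and 100% = blank without enzyme; many of its hits are not listed in these tables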
Target sequence (P00748 20-372 limits assumed): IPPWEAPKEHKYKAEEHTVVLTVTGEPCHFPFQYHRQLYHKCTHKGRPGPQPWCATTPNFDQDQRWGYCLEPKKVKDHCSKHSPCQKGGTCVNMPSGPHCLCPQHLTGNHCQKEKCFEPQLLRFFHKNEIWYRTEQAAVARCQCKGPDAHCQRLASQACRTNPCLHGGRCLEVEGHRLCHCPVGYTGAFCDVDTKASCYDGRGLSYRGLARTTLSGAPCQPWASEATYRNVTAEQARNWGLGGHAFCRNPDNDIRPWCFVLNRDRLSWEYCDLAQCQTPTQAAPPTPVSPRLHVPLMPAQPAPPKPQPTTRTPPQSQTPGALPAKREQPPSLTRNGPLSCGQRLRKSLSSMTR
Target sequence (P00748 373-615 limits assumed): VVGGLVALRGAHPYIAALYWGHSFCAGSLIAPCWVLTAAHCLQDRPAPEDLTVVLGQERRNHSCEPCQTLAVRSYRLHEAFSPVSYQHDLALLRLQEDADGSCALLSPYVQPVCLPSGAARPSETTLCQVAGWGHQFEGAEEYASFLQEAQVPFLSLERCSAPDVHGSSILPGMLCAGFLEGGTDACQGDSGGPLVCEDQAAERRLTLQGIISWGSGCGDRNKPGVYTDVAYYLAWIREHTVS
PPC-1+TRAIL kill = kills PPC-1 cancer cells in the presence of TRAIL; hit rate 0.41% among 220,000; PPC-1 cells + TRAIL, ATPLite viability luminescence; cell killing (% activity), % at 4 µM;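 active = cell killing above 50% in the first pass at 4 µM, then a duplicate retest at 5 µM averaging 50% or more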;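 note: plate controls were cells with TRAIL plus DMSO for no effect and medium-only wells lacking cells for full effect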
FXIa inh 1536 = inhibitors of human coagulation factor XIa. inhibition, % at 5 µM. hit rate 0.14% among 220,000. AID 798. P03951. purified FXIa, Boc-Glu-Ala-Arg-AMC fluorogenic substrate;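 active = inhibition of at least 40%; inactive = inhibition below 40%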;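 note: fluorescence of freed AMC excited at 355 nm; 0% = enzyme without compound and 100% = no enzyme blank; many of its hits are not listed in these tables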
* = called active by the depositor; nt = not tested or not shown; & = joins results of further samples.

SMILES	TNF necrop inh	CHOP inh	zVAD death inh	EP2 antag	Wee1 degr inh	Tb hexokinase	FXIIa inh	PPC-1+TRAIL kill	FXIa inh 1536
CCC1C(c2ccccc2)NC(c2ccccc2)CC1(O)c1ccc(F)cc1 (stereo unspecified)	2.5	4.0	2.1	7.8	1.2	-3.3	8.2	-14.9	0.2
CN1[C@@H]2CC[C@H]1CC(OC(=O)C1C=Nc3ccccc31)C2 (stereo partly specified)	7.5	10.6	3.7	14.3	0.2	3.7	17.3	25.2	12.8
CCCNC(=O)c1c(N)n(CC2CCCO2)c2nc3ccccc3nc12 (stereo unspecified)	-7.4	47.6	0.1	5.3	-2.8	-12.1	6.4	17.8	3.8
OC1(c2ccc(F)cc2)CC2CCC(C1)N2Cc1nnnn1C1CCCC1 (stereo unspecified)	-1.8	24.0	-0.1	3.8&6.8	0.0	3.9	13.6	30.7	5.2
O=C(CNS(=O)(=O)c1cccs1)N1CCC2(CC1)OCCO2	-2.7	11.7	0.0	7.7	2.2	4.5	10.3	22.3	2.4
CN1CCc2nc3sc(C(=O)NC4CC4)c(N)c3cc2C1	0.5	-0.9	0.4	4.2	1.6	-6.6	6.0	14.8	-7.5
CC(NCc1cccc(Cl)c1Cl)C(O)c1ccccc1 (stereo unspecified)	0.4	-6.1	1.4	10.7	-0.1	4.6	16.5	17.9	4.5
O=C(C1CCCO1)N1CCC2(CC1)OCCO2 (stereo unspecified)	0.2	-14.7	1.3	10.4	0.7	-1.5	0.0	23.9	2.2
COc1ccccc1CN1CCCC(C(=O)c2ccccc2SC)C1 (stereo unspecified)	3.4	33.9	0.7	4.3	-2.9	-12.9	5.1	4.3	-3.4
O=C(O)CP(=O)(O)c1ccc(Cl)cc1	0.3	-2.3	-0.1	14.9	0.0	-4.8	14.7	13.0	1.1
FC(F)(F)c1ccc2c(c1)ncn2C1CCN(Cc2nnnn2C2CCCCC2)CC1	-4.5	36.0	-0.3	8.2&10.3	2.2	0.8	-6.1	17.8	-7.1
Clc1ccc2c(N3CCNCC3)ccnc2c1	3.5	14.1	1.5	4.3	-0.6	-4.4	20.9	20.4	10.2
Nc1ccc(C2(c3ccc(N)cc3)CCCCC2)cc1	-0.6	3.4	-0.1	8.2	5.6	10.6	11.1	6.6	10.6
COc1cc(/C=C/[N+](=O)[O-])ccc1O	-23.6	63.1	-1.8	5.9	0.4	-14.2	12.5	4.0	8.4
COCCOC(=O)c1c(N)n(Cc2ccco2)c2nc3ccccc3nc12	-0.3	nt	1.8	18.8	1.6	-19.0	nt	nt	nt
O=C(Nc1ccc(F)cc1)N1CC2CC(C1)c1cccc(=O)n1C2 (stereo unspecified)	-0.8	-20.7	0.1	8.8	-1.5	2.8	6.9	20.6	3.6
CC1(C)C2CC=C(CN3CCC(O)CC3)C1C2 (stereo unspecified)	-2.2	26.1	-1.0	27.2	0.2	5.7	12.7	5.2	0.5
COc1cccc(NP(=O)(Oc2ccc(Cl)cc2)Oc2ccc(Cl)cc2)c1	-0.3	55.4	2.0	1.5	1.5	13.0	24.3	3.2	24.8
CCN1CCN(Cc2nnnn2C(C)(C)C)CC1	-3.1	3.9	0.0	9.9&7.0	-1.1	-2.1	16.3	21.7	7.7
CC1CN=C(NCc2ccccc2)S1 (stereo unspecified)	14.7	47.8	0.8	12.0	0.3	0.3	16.6	9.3	3.9
COc1ccc2c(c1)C13CCCC[C@@H]1C(C2)N(C)CC3 (stereo partly specified)	2.4	25.5	-0.1	17.2	nt	8.0	8.1	-3.9	1.0
CCC(=NCc1cccnc1)c1c(O)n(-c2ccccc2C)c(=O)[nH]c1=O	-0.5	-4.4	-0.3	0.9	2.5	7.9	-0.6	-2.0	-11.7
COc1ccc(OC)c(-n2c(O)c(/C=C3\C(C)=Nc4ccccc43)c(=O)[nH]c2=O)c1	-6.5	15.4	-0.2	6.5	-0.6	-4.2	12.6	-1.2	3.3
CCC(=NCCCO)c1c(O)n(-c2ccc(OC)cc2)c(=O)[nH]c1=O	-1.8	14.6	0.2	15.8	-0.3	0.2	1.4	0.6	-0.4
CCCC[n+]1cc(/N=C(\[O-])OC)on1	1.6	27.8	2.1	13.0	-0.1	-6.6	8.7	25.0	-6.0
C#CCNc1ccncc1S(=O)(=O)NC(=O)NC(C)C	0.5	3.8	-0.5	13.4	0.3	1.9	5.5	5.1	3.4
COc1ccccc1N1C(=O)NC(=O)/C(=C/c2ccc([N+](=O)[O-])s2)C1=O	-21.4	-23.2	-1.1	8.6	1.7	-20.6	9.8	-1.3	-1.0
CCCC1=C(C(=O)OCC)C2(C(=O)Nc3ccccc32)C(C#N)=C(N)O1 (stereo unspecified)	-1.4	-5.9	-0.3	3.6	0.4	-0.7	14.2	2.3	-3.1
CN1CCN(c2ccc3nccnc3c2)CC1	2.7	32.2	12.1	8.8	-4.1	-5.1	5.9	11.4	-0.9
O=c1c2ccccc2nc(-c2ccco2)n1-c1nccs1	-1.7	4.3	0.0	8.7	0.5	-28.6	2.4	-14.2	-7.1
CN1CCN(c2ncnc(Cl)c2N)CC1	-0.4	-2.4	0.6	12.9	-0.7	5.1	102.5*	4.6	30.4
C[C@H]1CC[C@@H]2[C@@H](C)[C@H]3[C@H](C[C@H]4[C@@H]5CC=C6C[C@@H](O[C@@H]7O[C@H](CO)[C@H](O)[C@H](O[C@@H]8O[C@H](CO)[C@@H](O)[C@H](O)[C@H]8O)[C@H]7O[C@@H]7O[C@@H](C)[C@H](O)[C@@H](O)[C@H]7O)CC[C@]6(C)[C@H]5CC[C@]34C)N2C1	-28.5	106.4*	-3.8	87.5*	8.5	-14.0	14.4	2.0	5.5
CC(C)(C#CCCCCC#CC(C)(C)[N+](C)(C)C)[N+](C)(C)C	2.6	-14.6	0.1	8.2	-3.6	-5.5	2.2	6.1	-3.1
NC(=O)OCCSc1nnc(-c2cccc(C(N)=S)c2)o1	-1.3	13.6	0.1	10.9	0.2	-8.2	10.9	3.0	3.5
CC(C)CC12CN3CCN(CC(C3)C1O)C2 (stereo unspecified)	1.5	25.3	0.9	7.3	1.9	-2.2	10.9	-1.2	3.1
COC(=O)N1C(c2ccccc2)C1c1ccccc1 (stereo unspecified)	13.7	8.0	83.8*	7.1	-1.8	-1.4	13.4	18.2	1.2
O=C(Cn1nc(Cc2cccnc2)c2ccccc2c1=O)N1CCC2(CC1)OCCO2	0.7	65.8	3.1	8.9	1.0	2.8	17.3	16.0	5.7
Cc1ccc(-c2cc(C(=O)N3CCC4(CC3)OCCO4)no2)cc1	-0.5	-11.0	1.6	7.0	-0.9	-8.9	13.7	-0.8	3.6
COc1ccc(C2(C#N)CC[N+](C)(C)CC2)cc1	-0.7	19.7	-0.2	7.0	-2.1	-3.2	10.8	4.4	-6.5
CCC(=O)N1CCN(CCN=Cc2c(O)n(C)c(=O)n(C)c2=O)CC1	0.0	-12.7	1.7	6.1	-0.7	-2.5	16.6	-16.2	6.8
O=C(O)c1c[nH]c2ccc(S(=O)(=O)N(CCCl)CCCl)cc12	1.6	24.6	0.0	5.3	3.5	2.9	16.4	18.5	4.5
CCOc1ccc(N2C(=O)NC(=O)/C(=C\c3ccc(N4CCOCC4)cc3C)C2=O)cc1	-1.1	-9.5	1.0	5.4	-0.2	-31.1	7.3	nt	-1.5
CCC(C)NC(=O)c1c(N)n(Cc2ccc3c(c2)OCO3)c2nc3ccccc3nc12 (stereo unspecified)	-0.1	nt	4.3	10.2	0.6	-12.1	-25.2	16.0	-9.1
COCCCn1c(N)c(C(=O)OC(C)COC)c2nc3ccccc3nc21 (stereo unspecified)	-1.1	-8.9	-0.3	11.2	0.1	-17.3	-6.6	2.9	-6.4
Cc1ccc2cc(C=C(C#N)C#N)c(Cl)nc2c1	-6.9	60.4	1.2	22.6	1.1	0.7	14.2	14.9	10.6
CCCCC(=O)N/N=C/c1c(O)n(-c2cccc3ccccc23)c(=O)[nH]c1=O	1.9	9.7	0.0	8.2	1.9	-3.5	10.0	4.8	2.9
O=C(c1ccccc1)c1cn(CC(=O)N2CCOCC2)c2ccccc12	-0.6	0.2	0.7	nt	3.1	-20.4	10.9	2.8	4.7
Cc1ncc(CN2CCCC(C(=O)c3sccc3C)C2)s1 (stereo unspecified)	1.5	-8.7	-0.9	8.6	2.4	-4.4	4.7	3.0	0.8
CCN(c1ccc(C(O)(C(=O)OC)C(F)(F)F)cc1)S(=O)(=O)c1ccc(C)cc1 (stereo unspecified)	1.8	-43.7	1.0	5.4	-0.5	1.7	9.7	-9.5	5.9
O=C(Cc1ccccc1)Oc1ccc(N2C(=O)C3CCCCC3C2=O)cc1 (stereo unspecified)	-0.9	1.9	0.6	9.9	5.8	8.8	12.1	9.4	1.3
Additional structures follow:
SMILES	TNF necrop inh	CHOP inh	zVAD death inh	EP2 antag	Wee1 degr inh	Tb hexokinase	FXIIa inh	PPC-1+TRAIL kill	FXIa inh 1536
O=c1[nH]c2c(c(=O)n1C1CCCCC1)CCC2	-2.5	5.2	0.6	5.3	-3.1	3.7	12.2	8.1	6.5
COc1cc(C=C2C(=O)NC(=O)NC2=O)cc(OC)c1OC	4.1	0.8	-0.3	6.5	0.2	-10.8	-0.9	2.4	-11.4
NCCc1c[nH]c2ccc(OCc3ccccc3)cc12	-1.2	11.2	0.9	4.1	-2.0	-7.6	13.2	15.3	2.3
O=[N+]([O-])c1ccc(N2CCNCC2)cc1Sc1ccccn1	3.1	10.1	0.0	8.7	-4.5	-10.4	9.8	31.2	7.1
O=C1NC(=S)N(C2CC2)C(=O)/C1=C/c1ccc2c(c1)CCN2CCCCl	-1.3	-33.8	0.8	6.1	-1.8	3.1	42.7*	8.5	14.8
N/C(=N\N=C\c1ccc(O)cc1O)N[N+](=O)[O-]	1.3	-3.2	0.4	14.0	-0.6	-52.5	14.5	13.5	8.0
O=C(COc1ccccc1)N1CCN(CC(O)COc2ccccc2)CC1 (stereo unspecified)	0.4	25.3	-0.3	7.3	0.1	-4.6	5.2	-18.3	1.4
O=C(NC(Oc1ccccc1)C(Cl)(Cl)Cl)c1ccccc1 (stereo unspecified)	-2.4	35.5	0.3	2.1	-3.9	-0.4	17.4	20.5	5.8
CC(C)c1ccc(N2C(=O)NC(=O)/C(=C/c3cnc(-c4ccccc4)nc3)C2=O)cc1	0.8	-38.6	0.6	7.5	-0.2	-3.8	-0.4	36.5	-9.1
CCC(=NCCO)c1c(O)n(-c2ccccc2)c(=O)[nH]c1=O	0.0	25.3	0.9	13.1	0.2	-1.7	9.3	7.2	-2.4
O=C1C2CCCN2C(c2ccncc2)N1c1ccc(Cl)c(Cl)c1 (stereo unspecified)	1.3	36.3	0.2	7.1	-2.2	-2.7	13.4	3.9	2.9
O=C(CN1CC=C(c2ccccc2)CC1)Nc1cc(Cl)ccc1Cl	0.5	25.5	0.8	9.0	1.0	33.3	10.5	8.5	5.1
O=C(NCc1ccccn1)c1ccccc1Cl	-0.4	-20.4	-0.5	0.6	-1.7	-1.5	13.8	-9.2	3.8
CCCCOc1ccc(CN2CCN(CC)CC2)cc1	0.5	-22.3	0.5	2.0	0.7	2.5	6.5	30.5	1.1
CCn1c(NN=O)nc2ccccc21	-9.9	60.6	2.8	10.3&7.2	2.3	-7.1	8.2	18.8	1.1
COc1cccc(CNCCc2c[nH]c3ccccc23)c1OC	2.8	8.7	0.0	4.8	-2.4	2.2	5.5	-32.4	-3.1
CN1CCc2nc3sc(C#N)c(N)c3c(-c3cccs3)c2C1	2.8	0.1	-0.4	12.5	-0.7	-5.0	18.0	9.3	9.0
C=CCn1c(O)c(C(C)=NCCC2=CCCCC2)c(=O)[nH]c1=O	-1.4	27.2	0.2	4.6	3.0	1.8	13.3	37.6	5.0

The list is partial; rates above refer to the full screens.
